MCL1 BIM primary: disrupts human MCL1 binding to BIM-BH3 peptide; Q07820; GST-MCL1 / FITC-Bim-BH3 fluorescence polarization; inhibition, % at 10.9 µM; 320,000 compounds, 0.68% hits; AID 2057;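 active = inhibition above the mean inhibition of all tested compounds plus 3 SD, set per campaign, cut at about 40% in these data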;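 also: 0% = DMSO wells and 100% = unlabeled Bim-BH3 peptide control; higher means more loss of mP so more displacement of Bim peptide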
EBNA-1 inhibitor: blocks EBNA-1 binding to DNA. EBNA-1 DNA binding, fluorescence polarization. inhibition, % at 14.8 µM. 300,000 compounds, 0.34% hits. AID 1950; in the data active = inhibition above about 28%
MEX-5 binding: C. elegans MEX-5 TCR-2 RNA binding activity | MEX-5/FITC-TCR2 RNA binding, fluorescence polarization; hits give low values | activity score (negative = inhibition of binding), % at 10 µM | AID 1832 | 300,000 compounds, 0.38% hits;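 active = inhibition past about -25% in most replicates, and total fluorescence under double the plate's negative control median, limit read from the data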;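 also: 0% = DMSO and -100% = 5 µM competing unlabeled TCR2 RNA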
GLD-1 TGE inh: GLD-1-TGE RNA interaction inhibition (C. elegans). Q17339. purified GLD-1 + fluorescein TGE RNA, fluorescence polarization. inhibition, % at 5.96 µM. 320,000 compounds, 0.44% hits. AID 2280;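 active = percent inhibition above a per-plate cutoff, the plate mean of test compounds plus 3 SD, cut at about 30% in these data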;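 also: 0% = DMSO wells with GLD-1 and probe and 100% = wells lacking GLD-1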
Target sequence (Q17339 whole entry, looked up): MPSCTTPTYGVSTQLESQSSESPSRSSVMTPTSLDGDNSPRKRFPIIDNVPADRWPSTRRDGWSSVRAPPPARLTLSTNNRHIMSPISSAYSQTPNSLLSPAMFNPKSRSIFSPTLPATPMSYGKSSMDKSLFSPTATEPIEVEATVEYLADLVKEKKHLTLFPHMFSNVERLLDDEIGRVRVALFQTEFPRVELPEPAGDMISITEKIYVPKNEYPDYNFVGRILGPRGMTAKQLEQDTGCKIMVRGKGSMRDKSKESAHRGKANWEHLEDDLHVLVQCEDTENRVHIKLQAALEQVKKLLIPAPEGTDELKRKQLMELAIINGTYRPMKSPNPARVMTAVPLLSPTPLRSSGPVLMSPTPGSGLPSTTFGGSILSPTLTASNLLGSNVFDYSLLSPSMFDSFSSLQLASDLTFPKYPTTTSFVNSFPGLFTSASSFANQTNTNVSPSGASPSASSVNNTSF
ZTA counter: ZTA (EBV) inhibition in EBNA-1 counter-screen. P03206. ZTA-DNA binding, fluorescence polarization. inhibition, % at 11 µM. 320,000 compounds, 0.15% hits. AID 2234; in the data active = inhibition above about 33%
Target sequence (P03206 whole entry, looked up): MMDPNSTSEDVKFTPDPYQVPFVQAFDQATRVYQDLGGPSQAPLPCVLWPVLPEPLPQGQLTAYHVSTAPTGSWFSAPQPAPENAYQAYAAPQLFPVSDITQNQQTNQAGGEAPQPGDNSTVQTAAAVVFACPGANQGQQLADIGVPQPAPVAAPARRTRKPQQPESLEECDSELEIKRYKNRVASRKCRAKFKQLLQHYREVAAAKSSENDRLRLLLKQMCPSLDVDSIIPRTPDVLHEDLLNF
Efflux pump inh: inhibitors of Candida antifungal efflux pumps expressed in yeast | S. cerevisiae Candida pump triplex, Nile Red efflux | inhibition, % at 10 µM | 330,000 compounds, 0.44% hits;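 active = plate passing quality check with inhibition over a set limit, or well fluorescence over plate mean plus 4 SD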;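 also: Nile Red retained in pooled yeast measured as flow cytometry median fluorescence; 0% = buffer negative control and 100% = Enniatin B positive control; higher means more Nile Red kept so more efflux inhibition; some compounds called inactive have numbers as strong as hits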
BCLXL inh: blocks human Bcl-xL binding to Bim BH3 peptide | Q07817 | GST-Bcl-xL / FITC-Bim BH3 peptide fluorescence polarization | inhibition, % at 10.9 µM | 320,000 compounds, 0.7% hits | AID 2129;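 active = inhibition above the mean of all tested compounds plus 3 SD, cutoff set per campaign, cut at about 30% in these data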;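 also: 0% = DMSO wells and 100% = unlabeled Bim-BH3 peptide competitor; inhibitors lower millipolarization by displacing the labeled peptide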
Target sequence (Q07817 whole entry, looked up): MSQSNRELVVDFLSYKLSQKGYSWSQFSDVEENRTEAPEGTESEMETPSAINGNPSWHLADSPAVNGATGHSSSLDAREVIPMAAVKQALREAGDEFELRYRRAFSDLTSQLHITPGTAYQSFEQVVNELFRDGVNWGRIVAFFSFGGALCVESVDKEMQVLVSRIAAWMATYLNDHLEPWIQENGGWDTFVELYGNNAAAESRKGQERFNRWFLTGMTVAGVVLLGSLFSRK
Yeast superoxide: lowers age-related superoxide in aged yeast cells. S. cerevisiae aged cells, superoxide DHE fluorescence; hits give low values. superoxide response (% of plate mean), % at 10 µM. 330,000 compounds, 0.18% hits;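 active = superoxide response under a set limit, about three screen SD below normal, cut at about 65% in these data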;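 also: yeast aged for seven days with compound at 30 °C before DHE staining; 100% = average MFI of all compound-treated wells on the plate with controls excluded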
Fam108B inh: counter-screen for RBBP9 inhibitors: inhibitors of mouse Fam108B; recombinant Fam108B, FP-Rh probe fluorescence polarization; inhibition, % at 9.51 µM; 300,000 compounds, 0.33% hits;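 active = inhibition above the screen mean inhibition plus 3 SD, computed separately per campaign, cut at about 18% in these data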;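 also: inhibitors lower polarization as less probe binds the enzyme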
Numbers without * were called inactive; . = not tested or not shown. Not a hit list. Share with any hit: about 2.3%.

SMILES | MCL1 BIM primary | EBNA-1 inhibitor | MEX-5 binding | GLD-1 TGE inh | ZTA counter | Efflux pump inh | BCLXL inh | Yeast superoxide | Fam108B inh
O=S(=O)(Oc1ccccc1C(=S)N1CCOCC1)c1ccc(Cl)cc1 | 7 | 4 | -0.5 | 4 | 4 | 0.0 | 14 | 95 | 6
Cc1[nH]nc(N2CCCCCC2)c1[N+](=O)[O-] | 6 | -7 | -0.3 | -1 | -4 | 0.2 | 4 | 98 | 0
Cc1sc2ncnc(OCc3nnc(-c4cccs4)o3)c2c1C | -8 | -1 | . | -1 | -8 | 0.2 | -2 | 107 | 0
CCn1c(Cn2nnc(-c3ccccc3)n2)nnc1SCC(=O)Nc1ccc(N(C)C)cc1 | 0 | -6 | 1.7 | 1 | -6 | 0.2 | -3 | 100 | 6
CC(=O)c1cccc(N(CC(=O)Nc2ccc(S(=O)(=O)N3CCOCC3)cc2)S(C)(=O)=O)c1 | -2 | 4 | -0.1 | -4 | 5 | 0.2 | 4 | 100 | -6
O=S(=O)(Cc1ccc(Cl)cc1)c1ncc(CO)n1Cc1ccccc1 | 1 | -2 | -1.0 | 4 | 4 | 0.0 | 2 | 93 | -2
CCn1c(=O)c2c(nc3n2CCCN3c2cccc(C)c2)n(C)c1=O | 1 | -1 | 1.5 | 6 | 3 | 0.0 | 1 | 113 | 3
O=C(NC(Cc1ccccc1)C(=O)O)OCc1ccccc1 (configuration not stated) | -2 | 2 | 0.4 | 0 | -5 | 0.0 | 0 | 104 | -2
Cc1nn(-c2ccccc2)c(Cl)c1CN(C(=O)CCl)c1ccc(Cl)cc1 | 0 | 5 | 0.5 | 2 | 2 | 0.1 | 3 | 100 | 2
COc1ccc(/C=C2\CCOC2=O)cc1 | 6 | 0 | -4.7 | 6 | 6 | -0.1 | 5 | 94 | 2
CCOCc1cc(C)[nH]c(=O)c1C#N | 4 | -4 | -0.3 | 0 | 1 | 0.1 | 4 | 101 | 0
Cc1cccc(CS(=O)(=O)Cc2ccc(C(=O)NCCCN3CCOCC3)o2)c1 | 6 | -1 | 0.0 | 10 | 21 | 0.0 | 11 | 100 | 0
O=C(CCn1c(=O)oc2ccccc21)N1CCN(C(c2ccccc2)c2ccccc2)CC1 | 4 | 5 | -1.1 | -2 | 12 | 0.0 | 6 | 101 | 2
Cc1cc2c3c(c1)C1(C(=O)N3C(C)(C)CC2C)C(C#N)=C(N)Oc2cc(O)ccc21 (configuration not stated) | 0 | -7 | 2.0 | 3 | -7 | 0.7 | 5 | 102 | 0
CC1=C(C(N)=O)C(c2cccs2)n2nc(-c3cccc(Cl)c3)nc2N1 (configuration not stated) | 4 | -11 | 2.1 | -2 | -4 | 0.1 | 3 | 79 | 0
COc1ccc(NS(=O)(=O)c2ccc(N3CCCC3)c(NC(=S)Nc3cccc(S(=O)(=O)N(C)C)c3)c2)cc1 | 5 | -6 | 4.9 | -1 | 2 | -0.3 | 9 | 88 | 12
O=C(O)c1ccccc1C(=O)Nc1ccc(Oc2ccc3ccccc3c2)cc1 | 1 | 2 | -2.9 | -3 | -11 | 0.0 | -1 | 107 | -2
Cc1cc(OCC(=O)Nc2cccc(S(=O)(=O)N3CCCCC3)c2)ccc1Cl | -11 | . | . | 2 | -2 | 0.0 | -10 | 90 | .
O=C(CC(=O)Nc1cccc(Cl)c1)N/N=C\c1ccccc1 | 1 | -1 | -0.3 | -4 | 13 | 3.4 | 3 | 103 | 1
Cc1oc(-c2ccccc2F)nc1CS(=O)(=O)CC(=O)NCc1ccco1 | 6 | -13 | -0.2 | 5 | 2 | -0.1 | 6 | 93 | -2
CCN(CC)S(=O)(=O)c1ccc2oc(SCc3ccc(F)cc3)nc2c1 | -1 | -2 | 0.9 | 1 | 12 | -0.1 | 0 | 104 | -6
Cc1cc(=O)[nH]c(SCc2cccc3ccccc23)n1 | 8 | -20 | -2.5 | 3 | 6 | 0.0 | 5 | 114 | -2
CN(C)CCNC(=O)Cc1ncc(C(F)(F)F)cc1Cl | 3 | 4 | 0.6 | -4 | 1 | 0.1 | 2 | 94 | 3
Cc1ccc(OCC(=O)N2N=C(c3cccnc3)CC2(O)C(F)(F)F)cc1C (configuration not stated) | 2 | 3 | -0.6 | 5 | -2 | 0.2 | 4 | 92 | 0
CCN(CC)c1ccc(/C=N/NC(=O)c2cccc(S(=O)(=O)N3CCOCC3)c2)cc1 | -3 | 2 | -10 | 7 | 2 | 0.2 | -5 | 85 | 2
Cc1cc(C(=O)NCc2ccc3c(c2)OCO3)n(-c2ccccc2)n1 | -3 | 1 | -1.5 | 1 | -3 | 0.0 | -1 | 116 | -2
CCCn1c(=NC(=O)CS(=O)(=O)c2ccccc2)sc2cc(S(C)(=O)=O)ccc21 | -5 | -3 | -2.0 | -2 | 15 | 0.0 | 1 | 96 | 1
O=C(CNS(=O)(=O)c1ccccc1)OCc1cccc([N+](=O)[O-])c1 | -2 | -8 | 1.6 | 5 | -7 | 1.8 | 38* | 107 | 3
Cc1ccc(-c2n[nH]c(=O)c3ccccc23)cc1S(=O)(=O)NC(C)(C)C | -3 | -11 | -0.6 | -1 | -6 | 0.4 | 0 | 104 | 2
O=C(Nc1ccc(F)cc1)C1C(c2ccccc2)C1(Cl)Cl (configuration not stated) | 7 | 0 | -0.1 | 1 | -7 | 0.3 | 7 | 81 | 1
S=c1[nH]nc(-c2ccc3ccccc3n2)n1-c1cc(Cl)cc(Cl)c1 | -14 | 2 | -1.1 | 14 | -1 | 0.2 | -8 | 101 | -2
COc1cccc(N=C(N)N)c1 | -1 | 0 | 1.3 | 5 | -2 | 0.0 | -2 | 96 | -2
CN1CCc2c(sc3c2C(=O)NC(c2ccco2)N3)C1 (configuration not stated) | 40 | 9 | -5.5 | 9 | 17 | 0.0 | 38* | 97 | -2
CCCCCCN1C=C/C(=C\C=C(C#N)C#N)c2ccccc21 | 9 | 1 | 0.2 | -13 | 2 | 0.1 | 12 | 101 | -21
CCN(c1ccccc1)S(=O)(=O)c1cc(C(=O)OC(C)C(=O)Nc2ccc3c(c2)OCCO3)ccc1C (configuration not stated) | 0 | -10 | 1.9 | 1 | -20 | 0.1 | -1 | 114 | -9
O=C(Nc1ccccc1Br)c1cc(=O)c2ccccc2o1 | 2 | 1 | 1.7 | -3 | 7 | -0.1 | 3 | 93 | -4
CCCCc1ccc(NC=C2C(=O)OC3(CCCCC3)OC2=O)cc1 | -4 | 6 | 1.7 | 3 | 8 | -0.3 | 4 | 111 | 5
O=c1c(CN2CCN(Cc3ccccc3)CC2)coc2ccc(Cl)cc12 | 7 | 0 | -1.5 | 2 | -12 | 0.0 | 6 | 104 | 0
Cc1ccc(OCC(=O)N2CCC(N3CC(C)CC(C)C3)CC2)cc1 (configuration not stated) | 1 | 1 | -2.4 | 9 | -15 | -0.1 | 5 | 99 | 3
O=C(CN(C(=O)C1CSC(=O)C1)c1cccc(F)c1)NCc1ccc2c(c1)OCO2 (configuration not stated) | 6 | -5 | 0.2 | 2 | 14 | 0.4 | 6 | 121 | 2
Oc1ccc(Cl)cc1C=NCCc1ccccc1 | 6 | -13 | -0.2 | 3 | -6 | 0.4 | 3 | 116 | 0
O=C(COc1ccc2c(c1)OCO2)Nc1nnc(Cc2ccccc2)s1 | 0 | 11 | -0.7 | -2 | 18 | 0.2 | -4 | 104 | 5
COc1ccc(CCNC(=O)CSc2nc3cc(Cl)ccc3o2)cc1OC | -24 | 2 | -0.9 | 5 | 0 | -0.1 | -13 | 93 | -7
O=C(O)c1cc(NCc2ccc3c(c2)OCO3)ccc1N1CCOCC1 | 6 | 4 | -2.2 | 9 | -6 | -0.1 | 5 | 101 | 6
CSc1cccc(NC(=S)N2CCCN(Cc3cccc(Cl)c3)C2)c1 | 2 | -7 | -3.3 | -5 | 8 | 0.4 | 0 | 98 | 0
CC(C)c1ccc(OCC(=O)Nc2ccncc2)cc1 | -3 | 2 | -2.2 | -6 | -12 | -0.1 | 2 | 94 | 2
c1ccc2oc(-c3ccn[nH]3)cc2c1 | -4 | 0 | -2.8 | -2 | 4 | -0.1 | -2 | 105 | -2
CCOC(=O)CSc1nnc(CSc2nc3sc4c(c3c(=O)[nH]2)CCCC4)n1-c1ccccc1 | 11 | 0 | -1.8 | -8 | -24 | -0.1 | 7 | 94 | 1
CC(=O)c1ccc(NC(=O)C2CC(c3ccc(F)cc3)=NO2)cc1 (configuration not stated) | 1 | -1 | -0.4 | -3 | 26 | -0.1 | 4 | 93 | 1
Fc1ccccc1/C=N/n1c(C2CCCCC2)n[nH]c1=S | -8 | -6 | 2.3 | -6 | 0 | 0.0 | -1 | 95 | 5
CC[C@H](C)C(C(=O)N1CCN(C(=O)OC(C)(C)C)CC1)n1cc(C(Cc2ccc(O)cc2)NC(=O)OC(C)(C)C)nn1 (some centres not stated) | -7 | 0 | 1.3 | -9 | 9 | 0.1 | 4 | 98 | 4
CC(C)CC(c1nnnn1C1CCCCC1)N1CCN(C(=O)c2ccco2)CC1 (configuration not stated) | -3 | -21 | -2.4 | 3 | 1 | 0.1 | 4 | 98 | 2
COc1ccc(Cl)cc1NC(=O)CCS(=O)(=O)c1ccc(C)cc1 | -2 | -2 | -1.0 | 1 | 8 | 0.3 | -1 | 122 | 0
NC(=O)c1ccccc1OCC(=O)N1CCCc2ccccc21 | -7 | 8 | -0.4 | -6 | -4 | 0.0 | 0 | 90 | 1
CCOc1ccc(Cc2nc(N)nc(N)n2)cc1 | -1 | 9 | 0.5 | 9 | -2 | 0.0 | 0 | 99 | 1
CCOc1ccc(NC2=NCCC(=O)N2Cc2cccs2)cc1 | 7 | 3 | 1.1 | 1 | -5 | -0.2 | 6 | 102 | 0
CCCCc1cc(=O)oc2c(C)c(OCC(=O)N3CCCC3)ccc12 | 3 | -14 | -1.0 | -1 | -7 | 0.7 | -1 | 103 | 3
c1ccc(Nc2nc(NCc3ccco3)c3ccccc3n2)cc1 | -4 | -7 | -4.3 | 9 | 4 | 0.1 | -5 | 100 | 4
COc1cc(OC)c(OC)cc1/C=N/NC(=O)c1ccc2nc[nH]c2c1 | 2 | 7 | -2.8 | 5 | 2 | 0.0 | 4 | 111 | -2
Cc1ccc(NC(=O)C2=C(C(=O)O)CCCC2)cc1F | -1 | 5 | 2.4 | -2 | -11 | 0.0 | 1 | 96 | 2

Some of the entries above in a different format:
SMILES,MCL1 BIM primary,EBNA-1 inhibitor,MEX-5 binding,GLD-1 TGE inh,ZTA counter,Efflux pump inh,BCLXL inh,Yeast superoxide,Fam108B inh
CC(C)CC(c1nnnn1C1CCCCC1)N1CCN(C(=O)c2ccco2)CC1 (configuration not stated),-3,-21,-2.4,3,1,0.1,4,98,2
COc1ccc(Cl)cc1NC(=O)CCS(=O)(=O)c1ccc(C)cc1,-2,-2,-1.0,1,8,0.3,-1,122,0

More entries.
SMILES | MCL1 BIM primary | EBNA-1 inhibitor | MEX-5 binding | GLD-1 TGE inh | ZTA counter | Efflux pump inh | BCLXL inh | Yeast superoxide | Fam108B inh
O=C(O)C1C2C=CC3(O2)C1C(=O)N1c2ccccc2C2OCCC2C13 (configuration not stated) | 7 | 1 | 0.3 | 1 | -14 | 0.0 | 0 | 91 | 0
NNC(=O)CC1NCCN(Cc2ccccc2)C1=O (configuration not stated) | -2 | -18 | 8.9 | 4 | 2 | 0.3 | 1 | 103 | -6
CCOc1ccc(C2CC(c3cccc(OC)c3)Nc3ncnn32)cc1 (configuration not stated) | 3 | 2 | -0.4 | 6 | 3 | 0.2 | 4 | 96 | 1
COC(=O)CNC(=O)C1CCN(c2nc(C)cc(C)n2)CC1 | 4 | 5 | -0.7 | 3 | -4 | 0.0 | 3 | 90 | 1
COc1ccc(N2CC(C(=O)Nc3nnc(SCc4cccnc4)s3)CC2=O)cc1 (configuration not stated) | 3 | -4 | -1.0 | 10 | -1 | -0.2 | -1 | 94 | -1

Source: PubChem BioAssay
